# Screens: PubChem BioAssay, National Center for Advancing Translational Sciences (NCATS)
# Tau fluor cs – counter-screen for tau fibril formation inhibitors; 0.93% of 280,000 active; Potency, µM (titrated, usually from 57.7 µM), for inactives: top-dose activity change, negative = decrease; tau K18 P301L Alexa594 fluorescence, heparin fibrillization; further: on the % scale 0 is the no-effect control and ±100 the full control effect; nearly all actives have a fitted effect of over 55% in size
#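 Human tau K18 P301L (15 uM unlabeled, 0.24 uM Alexa 594-labeled) in 100 mM sodium acetate pH 7 with 20 uM heparin, 6 hr at 37 C. ThT 30 uM added, 1 hr ambient; Alexa 594 FP and total fluorescence read at 555/632 nm.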
# HTT ATP protect – protects HTT-Q103 PC12 cells, measured by ATP; PC12 HTT-Q103 induced, cytoprotection, ATP luminescence, 40 h; Potency, µM (highest dose often 56.4 µM), for inactives: cytoprotection (ATP increase), most hits filed as activators; 0.14% of 230,000 active;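 further: % of control where 0% means no effect; nearly all actives have a fitted effect of over 45% in size; toxic huntingtin expression switched on by the ecdysone agonist tebufenozide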
#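 PC12 cells with ecdysone-inducible HTT exon 1 Q103-GFP, induced with 100 nM tebufenozide and co-treated with library compounds in a dose series (1536-well, 1500 cells/well). Cytoprotection read as ATP content by ATPlite luminescence.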
# L3MBTL1 block – inhibitors of human L3MBTL1; 0.66% of 230,000 active; AlphaScreen L3MBTL1–H3K9me1 peptide binding; Potency, µM (series often up to 57.1 µM), for inactives: at the top dose activity, negative = inhibition, actives largely listed as inhibitors; further: on the % scale 0 is the no-effect control and ±100 the full control effect; nearly all actives have a fitted effect of over 60% in size
#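 AlphaScreen proximity signal between nickel-chelate acceptor and streptavidin donor beads (final 10 ug/mL) reports binding of 50 nM L3MBTL1 to 75 nM biotin-H3 K9me1 peptide; complex incubated with compounds 30 min at room temperature; cefsulodin titration as control.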
# TRb-SRC2 inh – TRbeta-SRC2 interaction inhibition. 0.065% of 280,000 active. P10828. TRbeta-SRC2 peptide binding, fluorescence polarization; receptor liganded with 1 µM T3. Potency, µM (top dose mostly 106 µM), for inactives: at the highest dose activity change, negative = inhibition, most hits filed as inhibitors;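 further: plate controls were bound peptide for no effect and peptide without receptor for full effect; nearly all actives have a fitted effect of over 50% in size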
#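 Polarization signal, normalized between peptide-alone and full complex controls, measured compound effects on T3-liganded human TRb LBD (0.6 uM) binding 20 nM Texas Red SRC2 peptide after 5 hr.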
# RECQ1 helicase – RECQ1 (human) helicase inhibition. P46063. RECQ1 DNA unwinding, red fluorescence kinetic read. Potency, µM (top dose mostly 57.3 µM), for the others: at the highest dose activity, negative = inhibition, most hits filed as inhibitors. 0.54% of 240,000 active. AID 2549;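 further: plate controls were vehicle for no effect and no enzyme for full effect; nearly all actives have a fitted effect of over 30% in size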
# Target sequence (P46063 whole entry, looked up): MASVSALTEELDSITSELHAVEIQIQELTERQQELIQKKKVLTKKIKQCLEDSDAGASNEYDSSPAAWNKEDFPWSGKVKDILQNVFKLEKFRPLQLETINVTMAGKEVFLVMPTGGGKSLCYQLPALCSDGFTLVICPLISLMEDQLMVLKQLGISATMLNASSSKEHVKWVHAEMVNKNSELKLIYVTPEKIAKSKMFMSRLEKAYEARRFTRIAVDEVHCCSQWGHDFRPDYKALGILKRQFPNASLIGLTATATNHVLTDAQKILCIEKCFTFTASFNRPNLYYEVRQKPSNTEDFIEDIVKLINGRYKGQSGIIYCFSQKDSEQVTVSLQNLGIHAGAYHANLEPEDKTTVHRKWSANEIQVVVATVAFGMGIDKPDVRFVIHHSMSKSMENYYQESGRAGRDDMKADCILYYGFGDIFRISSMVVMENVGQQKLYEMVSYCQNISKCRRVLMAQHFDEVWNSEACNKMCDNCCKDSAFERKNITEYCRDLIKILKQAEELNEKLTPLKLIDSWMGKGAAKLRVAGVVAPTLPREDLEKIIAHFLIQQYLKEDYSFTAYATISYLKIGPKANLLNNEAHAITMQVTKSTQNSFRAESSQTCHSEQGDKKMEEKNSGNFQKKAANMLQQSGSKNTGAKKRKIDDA
#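 50 nM RECQ1T1 preincubated 15 min with compound in Tris pH 8.0 buffer with MgCl2, DTT, Tween-20 and 2.5 ug/ml poly(dI-dC); started with 200 nM TAMRA/BHQ-2 forked duplex and 2 mM ATP. Unwinding read as fluorescence (525/598 nm), two reads 2 h apart.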
# Tau fibril FP – blocks human tau fibril formation measured by polarization; K18 P301L tau heparin fibrillization, Alexa594 FP, 6 h; Potency, µM (series often up to 57.7 µM), for inactives: top-dose activity, negative = inhibition, most hits filed as inhibitors; P10636; AID 1468; 0.39% of 280,000 active; further: on the % scale 0 is the no-effect control and ±100 the full control effect; nearly all actives have a fitted effect of over 55% in size
# Target sequence (P10636 561-689 P618L limits assumed): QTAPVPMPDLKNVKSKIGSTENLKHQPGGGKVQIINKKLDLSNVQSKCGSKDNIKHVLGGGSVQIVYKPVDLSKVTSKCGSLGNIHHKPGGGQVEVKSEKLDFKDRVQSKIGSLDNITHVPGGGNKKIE
#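 Human K18 P301L fragment (15 uM unlabeled plus 0.24 uM Alexa 594-labeled) in 100 mM sodium acetate pH 7 with compound, aggregation induced by 20 uM heparin for 6 hr at 37 C. ThT (30 uM) added for 1 hr, then Alexa 594 FP read.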
# Tau ThT inhib – inhibitors of human tau fibril formation, thioflavin T binding; recombinant tau K18 P301L (four-repeat tau fragment), heparin-induced fibrillization, ThT fluorescence; Potency, µM (doses to about 57.4 µM), inactives show top-dose activity, negative = inhibition, actives largely listed as inhibitors; 2.1% of 270,000 active; AID 1460; further: on the % scale 0 is the no-effect control and ±100 the full control effect; nearly all actives have a fitted effect of over 55% in size
#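 Heparin-induced fibrillization of the P301L-mutant K18 repeat-domain fragment of human tau was followed by ThT binding in quantitative high-throughput format.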
# TexasRed fluor – alters Texas Red total fluorescence, flagging assay interference; Potency, µM (top dose mostly 106 µM), inactives show at the highest dose fluorescence change, negative = quenching; TRb/SRC2 Texas Red total fluorescence interference; AID 1479; 0.29% of 280,000 active; active means well fitted curve in either direction with a large enough effect; inconclusive means small, poorly fitted or top-dose-only effect; further: on the % scale 0 is the no-effect control and ±100 the full control effect
#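 Human TRb ligand-binding domain at 0.6 uM with 20 nM Texas Red SRC2 peptide in Tris buffer containing 1 uM T3 and 5% DMSO, incubated with compound 5 h at ambient temperature. Total fluorescence (555/632 nm) calculated as parallel + 2 × perpendicular.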
# * = called active by the depositor; i = inactive; ? = inconclusive; / = not tested or not shown; & = joins results of further samples; [ ] = another dose, or the depositor's remark. Unless noted, the call rests on the fitted dose curve; in most records, active means well fitted curve in the direction sought with a large enough effect; inconclusive means small, poorly fitted or top-dose-only effect, or another doubt; inactive means no such curve, though single readings can be large; an effect the other way counts as inactive or inconclusive. Potency means the concentration at half of the fitted maximal effect.
canonical_smiles | Tau fluor cs | HTT ATP protect | L3MBTL1 block | TRb-SRC2 inh | RECQ1 helicase | Tau fibril FP | Tau ThT inhib | TexasRed fluor
O=[N+]([O-])c1cc2oc3c(c2c(C=NCc2ccncc2)c1O)CCCC3 | ? | 29%[10 µM] | ? | -4% | -19% | ? | 10µM* | -10%
COc1cccc(-c2nn(-c3ccccc3)cc2CN(C)Cc2ccno2)c1 | -26% | 11%[10 µM] | 11% | 0% | i | ? | -9% | 3%
C(=C\CSc1ncn[nH]1)/CSc1ncn[nH]1 | -10% | -5%[10 µM] | / | -1% | -2% | -3% | -9% | -3%
CCC(=O)N1c2ccc(S(=O)(=O)CCC(=O)NCc3cccs3)cc2CC1C (configuration not stated) | -3% | -6% | / | 7% | -14% | 2% | 3% | -5%
COc1ccc(C2=NOC(C(=O)NC3CCCCC3)C2)cc1OC (configuration not stated) | 7% | -9% | -1%[11.4 µM] | -4% | i | 7% | 8% | -3%
CC(CNC(=O)CCS(=O)(=O)c1ccc2c(c1)oc(=O)n2C)c1ccccc1 (configuration not stated) | -7% | / | / | -6% | / | -1% | 0% | -3%
Cc1cccn2c(=O)c3cc(C#N)c(=O)n(-c4c(C)n(C)n(-c5ccccc5)c4=O)c3nc12 | 4% | -12%[0.074 µM] | 1% | -11% | -6% | 5% | -6% | -3%
N#CC1=C(c2ccccc2)/C(=C/c2ccccc2)OC1=O | ? | -54%[inhibitor] | / | 7% | -20% | 8% | -25% | -5%
C=CCNc1nc(-c2ccc([N+](=O)[O-])cc2)cs1 | -20% | / | -8% | 2% | -2% | 19% | 7.1µM* | -2%
O=c1cc(-c2ccccc2)oc2cc(O)cc(O)c12 | -14%&-18%&-23% | 29%[1.9 µM] | / | 8%[201 µM] | -4% | ? | ? | -5%[201 µM]

# The list goes on:
canonical_smiles | Tau fluor cs | HTT ATP protect | L3MBTL1 block | TRb-SRC2 inh | RECQ1 helicase | Tau fibril FP | Tau ThT inhib | TexasRed fluor
COc1ccc(S(=O)(=O)n2nc(C)c(S(=O)(=O)N3CCCCC3)c2C)cc1 | 7% | / | / | 1% | / | -2% | 0% | 0%
CCCN(Cc1cc2cccc(C)c2[nH]c1=O)C(=O)c1cccc(Cl)c1 | -8% | / | / | 6% | / | 2% | -8% | -20%
Cn1c(SCC(=O)c2ccc(F)cc2)nc2cccnc21 | -6% | 2% | 3% | -8% | -2% | -6% | -15% | -1%
CCc1ccccc1N1CC(C(=O)O)CC1=O (configuration not stated) | 5% | 3% | / | -4% | i | 7% | -5% | 0%
COc1ccc(N2CCN(C(=O)Nc3cn(CC(C)C)c(=O)c4ccccc34)CC2)cc1 | -12% | / | / | -1% | / | 2% | ? | -1%
Cc1ccc2cc(CN(C(=O)c3ccco3)c3cccc(C)c3C)c(=O)[nH]c2c1 | -6% | 9%[10 µM] | -1% | 5% | i | -4% | -14% | -1%
O=C(Cn1nnc(-c2ccccc2NC(=O)C2CC2)n1)NC1CCCCC1 | -13% | 9% | 1% | -7% | -6% | -2% | -4% | -3%
O=C(NCc1ccc(F)cc1)C1CCC(CNc2c(N3CCCCC3)c(=O)c2=O)CC1 (configuration not stated) | -1% | -5%[10 µM] | / | 1% | -6% | 5% | / | 1%
COc1cc(OC)c2ccc(=O)oc2c1C(CCN1CCCC(C)C1)c1ccc2c(c1)OCO2 (configuration not stated) | -12% | -9%[10 µM] | / | 6%&5% | 9%&-3% | -5% | -8% | -2%&-5%
Cc1nn(-c2ccccc2)c2nc(-c3ccncc3)cc(C(=O)NCc3ccco3)c12 | -23% | -39%[10 µM] | -1% | 0% | i | -9% | -18% | -3%

# Other compounds
canonical_smiles | Tau fluor cs | HTT ATP protect | L3MBTL1 block | TRb-SRC2 inh | RECQ1 helicase | Tau fibril FP | Tau ThT inhib | TexasRed fluor
CN1CCN(C(CNC(=O)C(=O)Nc2ccc(F)cc2F)c2ccc3c(c2)OCO3)CC1 (configuration not stated) | -1% | / | / | 5% | / | -8% | 4% | -1%
Cc1ncc(CO)c2c1Oc1nc(-c3ccccc3)nc(SCC(=O)N3CCCCC3)c1C2 | -4% | / | / | 5% | / | -10% | ? | -1%
S=c1[nH]nc(CN2CCCCC2)n1-c1ccc(Cl)cc1 | 7% | -23% | / | -4% | -4% | 6% | -5% | 0%
COc1ccc(C)cc1NC(=O)c1ccc2c(c1)OCO2 | -14% | -26% | / | -7% | -10% | -8% | ? | 0%
COc1cc(NC(=O)c2nc(-c3ccncc3)no2)cc(OC)c1OC | -5% | / | / | -8% | / | -6% | 0% | 2%
CCN(CC)S(=O)(=O)c1cccc(-c2nnc(SCCCC(=O)c3ccccc3)o2)c1 | -16% | -22%[0.074 µM] | 9% | -2% | -8% | 2% | -11% | 0%
COc1ccc(CN(C(=O)c2ccccc2OC)C2CCS(=O)(=O)C2)cc1 (configuration not stated) | -1% | -2% | -2% | 13% | 9% | 2% | 9% | -1%
CC(CNC(=O)c1ccc(-c2ccccc2)cc1)CN(C)C (configuration not stated) | -3% | -11% | 0% | -5% | 1% | 5% | 5% | -1%
CC(NC(=O)CC12CC3CC(CC(C3)C1)C2)C(=O)O (configuration not stated) | 2% | 28% | / | 2% | -2% | 6% | -6% | -2%
COc1ccc(NC(=O)CCSCCC(=O)Nc2ccc(OC)cc2OC)c(OC)c1 | -17% | -8%[10 µM] | 7% | 1% | -3% | 1% | ? | 0%

# Continuation.
canonical_smiles | Tau fluor cs | HTT ATP protect | L3MBTL1 block | TRb-SRC2 inh | RECQ1 helicase | Tau fibril FP | Tau ThT inhib | TexasRed fluor
Cn1nc(C(F)(F)F)c2cc(C(=O)Nc3ccc(Cl)cc3)sc21 | ? | -23% | 11% | -5% | -15% | ? | 1% | 1%
Cc1ccc2oc(=O)c(S(=O)(=O)c3ccc(F)cc3)cc2c1 | -5% | / | / | -1% | / | -4% | -2% | 1%
Cc1oc2ncn(C)c(=O)c2c1C(=O)N1CCN(c2cccc(C(F)(F)F)c2)CC1 | -5% | / | / | 1% | / | 1% | -5% | -19%
CCCS(=O)(=O)C(=C1NCCO1)S(=O)(=O)CCC | -11% | -7% | -3% | -4% | 3% | 1% | -19% | 2%
Cn1c(C(=O)N2CCN(Cc3ccccc3)CC2)cc2c(=O)n(C)c3ccccc3c21 | -7% | -34% | / | 1% | -5% | 1% | -15% | -1%
c1ccc2c(c1)COC(CNC1CCCCC1)OC2 | -9% | 4%[10 µM] | -4% | -6% | -8% | -3% | -10% | -1%
Cc1nc(CS(=O)(=O)c2ccccn2)sc1C(=O)NNC(=O)c1ccc(Cl)cc1 | 13% | -17%[10 µM] | 4% | 5% | -1% | 3% | 11% | -4%
CCOC(=O)C1(C)C=C(Nc2cccc(C(=O)O)c2)C(=O)N1c1ccccc1 (configuration not stated) | -13% | / | / | 4% | / | 5% | -12% | -3%
Cc1ccc(S(=O)(=O)c2cn(CC(=O)Nc3ccc(F)cc3)c3cc4c(cc3c2=O)OCO4)cc1 | -14% | / | / | 1% | / | -17% | 16% | 0%
CCCCC(=O)NNC(=S)NC(=O)C(c1ccccc1)c1ccccc1 | -6% | -44%[inhibitor] | / | 2% | -4% | 1% | -7% | 0%

# Next part:
canonical_smiles | Tau fluor cs | HTT ATP protect | L3MBTL1 block | TRb-SRC2 inh | RECQ1 helicase | Tau fibril FP | Tau ThT inhib | TexasRed fluor
NNC(=O)CNC(c1ccccc1)c1cc(Br)ccc1N (configuration not stated) | -7% | 15%[10 µM] | -26% | -1% | 4% | 9% | 5% | 0%
CCCN1C(=O)c2[nH]nc(-c3ccccc3O)c2C1c1ccc(OCc2ccccc2)c(OCC)c1 (configuration not stated) | ? | / | / | -5% | / | -16% | -2% | 6%
CCC(=O)NCCCOc1ccccc1 | -2% | -3% | 2% | -9% | ? | -4% | -4% | 2%
CC(C)CC1NC(=O)N(CC(=O)NC2CCCc3ccccc32)C1=O (configuration not stated) | -3% | 8% | / | -2% | i | -3% | -6% | -4%
O=C(c1ccc2c(c1)N(Cc1cccc(Cl)c1)C(=O)c1ccccc1S2(=O)=O)N1CCCC1 | -12% | / | / | 2% | / | -2% | -5% | -22%
Cn1cnc(S(=O)(=O)N2CCC(C(=O)NCc3ccc(F)cc3)CC2)c1 | 6% | / | / | 0% | / | 6% | 5% | 0%
CCOC(=O)c1cc2n(c1N)-c1ccccc1C2=O | -25% | -29% | -2%[11.4 µM] | -9% | 23% | ? | 14µM* | -5%
COC(=O)c1c(-c2cccs2)csc1NC(=O)COc1ccc(C(C)C)cc1 | -17% | / | / | -7% | / | ? | 28µM* | -21%
O=S1(=O)CCC(N2CCOCC2)C1 (configuration not stated) | -4% | -7% | / | 6% | -15% | 0% | -11% | 1%
S=C(NCCc1ccccc1)NC1CCC(NC(=S)NCCc2ccccc2)CC1 (configuration not stated) | 3% | -46%[inhibitor] | 3% | 2% | -16% | ? | 2% | 1%
C=CCOc1ccc(CNc2ccc(NC(=O)CC(C)C)cc2)cc1OC | -18% | / | -16% | -2% | -5% | 12% | -18% | -1%

# Some of the compounds tested; count on the stated rates, not on these rows.
